Assay outcomes deposited in PubChem by Sanford-Burnham Center for Chemical Genomics.
NR3A LBD binder: modulators (binders) of human NR3A ligand-binding domain. NR3A LBD differential scanning fluorimetry, Tm shift; 0% = protein alone, 100% = glycine-bound protein. Tm shift relative to glycine control, % at 25 µM. hit rate 2.5% among 340,000;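 active = melting temperature shift of at least 10% of the positive control shift, at one fixed dose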
PfG6PD inh: PfG6PD (Plasmodium falciparum) enzyme inhibition; PfGluPho enzyme, NADPH resazurin-diaphorase fluorescence; inhibition, % at 20 µM; hit rate 0.78% among 350,000; AID 504690;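 active = inhibition reaching at least a set limit at 20 µM in the primary screen, cut at about 59% in these data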;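 note: 0% = DMSO wells with substrate and 100% = DMSO wells lacking glucose-6-phosphate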
MPTP inh: permeability transition pore inhibition. isolated mouse mitochondria, Ca2+ swelling absorbance, 30 min. inhibition, % at 10 µM. hit rate 1.4% among 360,000. AID 602449;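 active = inhibition of 50% or more, scaled per plate between neutral and stimulator controls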;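 note: 0% = DMSO wells given calcium and 100% = 1 mM EGTA wells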
SENP7 block: SENP7 protease inhibition; Q9BQF6; recombinant SENP7, Z-RLRGG-aminoluciferin luminescence, 40 min; inhibition, % at 5 µM; hit rate 1.5% among 330,000; AID 434973;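 active = inhibition above about 50% at the single test dose, limit read from the data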;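 note: plate controls were DMSO with enzyme for no effect and no enzyme buffer wells for full effect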
SENP6 inh: SENP6 protease inhibition; Q9GZR1; inhibition, % at 10 µM; hit rate 1.8% among 330,000; Recombinant SENP6 catalytic domain, aminoluciferin luminescence;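 active = inhibition above about 50% at the single tested dose, limit read from the data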;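 note: plate controls were DMSO wells with enzyme for no effect and DMSO wells lacking enzyme for full effect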
HKDC1 inhibitor: blocks human hexokinase HKDC1 activity; inhibition, % at 20 µM; AID 493160; hit rate 0.16% among 340,000; recombinant HKDC1, G6PDH/diaphorase resazurin coupled fluorescence; Q2TB90;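 active = inhibition above about 35% when tested at 20 µM, limit read from the data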;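 note: plate controls were DMSO wells with enzyme for no effect and DMSO wells lacking enzyme for full effect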
Target sequence (Q2TB90 whole entry, looked up): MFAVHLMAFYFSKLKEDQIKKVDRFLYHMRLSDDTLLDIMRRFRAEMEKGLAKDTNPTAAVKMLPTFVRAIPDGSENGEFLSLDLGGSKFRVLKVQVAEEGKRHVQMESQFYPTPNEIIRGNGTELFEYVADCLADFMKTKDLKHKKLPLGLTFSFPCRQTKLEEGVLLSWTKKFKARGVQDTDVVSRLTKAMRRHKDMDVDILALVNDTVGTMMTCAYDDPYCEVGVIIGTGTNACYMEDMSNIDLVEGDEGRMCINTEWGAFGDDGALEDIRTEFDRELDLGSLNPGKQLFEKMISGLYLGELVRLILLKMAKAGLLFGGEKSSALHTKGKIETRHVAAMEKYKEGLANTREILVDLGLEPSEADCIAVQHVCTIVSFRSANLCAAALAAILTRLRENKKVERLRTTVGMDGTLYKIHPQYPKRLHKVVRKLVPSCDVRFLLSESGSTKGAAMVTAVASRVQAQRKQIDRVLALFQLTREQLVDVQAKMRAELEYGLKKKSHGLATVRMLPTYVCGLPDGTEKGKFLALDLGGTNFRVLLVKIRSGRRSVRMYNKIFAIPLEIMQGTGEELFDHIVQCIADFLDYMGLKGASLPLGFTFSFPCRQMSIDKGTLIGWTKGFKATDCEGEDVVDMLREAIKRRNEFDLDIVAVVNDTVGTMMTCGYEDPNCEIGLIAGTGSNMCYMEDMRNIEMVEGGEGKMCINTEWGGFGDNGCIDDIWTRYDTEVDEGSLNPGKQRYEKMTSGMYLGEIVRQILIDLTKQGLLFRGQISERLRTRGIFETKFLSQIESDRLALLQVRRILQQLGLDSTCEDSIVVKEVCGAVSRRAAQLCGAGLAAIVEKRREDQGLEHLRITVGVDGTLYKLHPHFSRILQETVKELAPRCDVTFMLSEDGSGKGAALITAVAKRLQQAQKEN
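Assay system – recombinant HKDC1 (HK5) hexokinase enzyme, produced in-house · Input – HKDC1 at 5 µg/mL · Reagent – glucose plus 1 mM ATP as hexokinase substrates · Timing – 90 min reaction incubation at room temperature, dark · Measured by – G6PDH/diaphorase-coupled fluorescence, 1 mM NADP, 100 µM resazurin, 525/613 nm · Benchmarks – DMSO-enzyme wells negative, buffer-substituted wells positive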
ATG4B inh: ATG4B (human) cysteine protease inhibition | Q9Y4P1 | ATG4B cleavage of LC3-PLA2, NBD-HPC fluorescence, 1 h | inhibition, % at 8.33 µM | hit rate 0.51% among 340,000; in the data active = inhibition above about 40%
SENP8 block: blocks human SENP8 cleavage of Nedd8 substrate. recombinant SENP8, Nedd8 substrate fluorescence. inhibition, % at 20 µM. hit rate 0.64% among 360,000; in the data active = inhibition mostly above about 40%, no sharp cut-off; inactive = mostly below about 27%
* marks the source's active call; other numbers are inactive results; i = inactive; . = no result given.

PfG6PD inh	ATG4B inh	HKDC1 inhibitor	NR3A LBD binder	SENP6 inh	molecule	SENP8 block	SENP7 block	MPTP inh
-1.8	-2.5	0.1	-2.2	-25.5	COc1ccc(CCNC(=O)CC(c2ccccc2)c2cc(C)ccc2O)cc1OC (stereo unspecified)	12.3	-1.7	1.8
2.8	-5.5	-2.4	-13.0	1.3	C#Cc1ccc([C@@H]2C=C(C(=O)NC3CC3)O[C@H](OCCCCO)C2)cc1	-58.9	-4.6	-0.7
7.3	-2.8	-3.9	-1.0	12.4	CCOc1ccccc1-c1cc(C(=O)N/N=C/c2cccnc2)c2ccccc2n1	-167.5	2.5	-1.8
4.2	30.3	1.7	-2.1	-5.0	Clc1ccccc1CSc1nnc(-c2ccccn2)n1Cc1ccco1	20.6	-4.0	3.3
-1.1	10.4	-3.2	-10.6	44.8	Cc1cccc(NC(=O)NCCCCc2ccccc2)c1	12.0	28.5	13.7
19.3	2.0	-2.6	-1.1	19.7	Fc1ccccc1CSc1ccc(-c2ccco2)nn1	9.3	-1.4	9.7
-7.9	0.2	-4.7	-0.6	-17.2	CCCC(=O)Nc1cc(Cl)ccc1C	4.4	2.0	-1.6
-25.9	-0.6	0.0	20.9*	3.2	COc1cc([N+](=O)[O-])cc(/C=N/NC(=O)c2ccc(NC(=O)c3ccc(C)cc3)cc2)c1O	16.1	-2.5	111.8*
-2.2	0.7	6.8	-4.5	-6.2	Cc1onc(-c2ccccc2)c1C(=O)N1CCN(S(=O)(=O)c2ccc(OC(F)(F)F)cc2)CC1	10.0	3.9	1.0
-219.3	5.0	0.6	2.3	7.6	COc1ccc2c(c1)C(=O)[C@H](O)[C@@H](c1ccc(OC)c(Br)c1)O2	.	-6.7	.
10.7	-11.9	5.7	-0.8	.	CCOc1ccc(-n2c(COc3ccc(C)cc3)nnc2SCC(N)=O)cc1	4.6	.	0.2
-18.7	3.8	13.3	-2.0	-3.7	COCCn1c(SCC#N)nnc1-c1ccc([N+](=O)[O-])cc1	13.9	1.3	-1.6
26.5	2.1	-10.7	8.7	16.2	Nc1c(C(=O)c2ccccc2)sc2snc(SCC(=O)c3ccccc3)c12	31.5	6.2	0.3
-3.0	-3.4	-0.6	-2.0	-1.1	Nc1nonc1C(=O)N/N=C/c1ccc(-c2ccc(Cl)c(C(=O)O)c2)o1	-117.2	2.4	-0.7
4.3	0.8	-0.3	-1.7	-4.6	CC(=O)c1cccc(CN2CCN(CCC(C)C)C(CCO)C2)c1 (stereo unspecified)	12.1	3.2	0.2
-9.7	10.9	-12.7	-1.0	-13.3	COc1ccc(OCCNC2CCCC2)cc1	0.6	-7.7	0.0
3.6	-4.1	4.1	-0.3	-8.4	COCCCNC(=O)CCc1c(C)nc2c(c(C)nn2-c2ccc(C)cc2)c1C	-283.7	-4.8	1.2
-15.7	1.4	-6.7	-0.4	-10.2	CCn1c(SCC(=O)N/N=C/c2ccccc2OCC(=O)O)nnc1-c1ccc(C)cc1	2.7	7.3	0.9
-4.8	-7.2	-0.4	1.2	4.2	Cc1nnc(SCC(=O)NCCC2=CCCCC2)[nH]c1=O	21.5	-0.8	-1.5
-20.2	1.7	4.2	14.4*	8.6	O=[N+]([O-])c1ccc2nc(NS(=O)(=O)c3ccccc3[N+](=O)[O-])sc2c1	5.5	-3.8	23.2
3.3	11.7	8.1	-2.1	-17.2	Cc1ccc(C2=NCCn3nc4cc([N+](=O)[O-])ccc4c32)cc1	-27.5	-9.1	-1.1
0.4	-7.5	-1.0	0.9	-11.5	O=C(Cn1c(NCCO)nc2ccccc21)c1ccc([N+](=O)[O-])cc1	21.7	2.8	0.3
-7.2	-6.7	-6.2	0.4	-6.3	O=C(CC(C(=O)O)c1ccccc1)Nc1cccc2ccccc12 (stereo unspecified)	5.5	8.2	0.2
-7.3	-2.0	2.0	-4.7	4.7	O=C(c1ccc2c(c1)OCO2)N1CCC2(CC1)Oc1ccc(F)cc1C(=O)C21CC(c2cccnc2)=NO1 (stereo unspecified)	6.4	-9.1	0.7
-8.8	-5.6	-0.4	-25.7	29.8	COc1cccc(NC(=S)N2CCC(Cc3ccccc3)CC2)c1	1.0	3.2	-0.7
8.3	3.1	-1.4	-1.0	9.2	CC1CCCC(C)N1/N=C/c1ccc([N+](=O)[O-])cc1 (stereo unspecified)	35.2	-3.4	-0.4
-6.2	0.4	-7.2	9.8	.	Cn1c(N)c(NC(=S)NC2CCCCC2)c(=O)n(C)c1=O	2.3	.	0.3
3.5	-1.9	-1.3	-3.9	-2.3	C/C(=N\NC(N)=S)c1cc(-c2ccccc2)c(-c2ccccc2)s1	-147.3	8.2	3.1
-16.8	4.0	3.9	0.2	20.4	CCn1c(SCC(=O)N2CCCCC2C)nc2c1c(=O)n(C)c(=O)n2C (stereo unspecified)	2.6	3.3	-1.2
13.4	-3.1	-6.4	0.0	-17.1	S=c1nc(-c2ccccc2)[nH]c2ccccc12	24.0	-5.3	-0.7
-3.5	-4.6	-1.7	-0.4	1.4	CCOc1nc(-c2ccccc2)ccc1-c1noc(-c2cccnc2)n1	-341.1	-4.1	0.8
20.7	-14.8	-1.8	1.4	2.8	CC(C)[C@H](NC(=O)N1CCn2c1nc1ccccc12)C(=O)NCc1ccc2c(c1)OCO2	1.2	-5.7	-2.6
1.1	-6.6	-11.0	-2.0	-13.3	COCCN1C(=O)CC(NNC(=O)c2ccc(S(=O)(=O)N3CCCC3)cc2)C1=O (stereo unspecified)	12.5	8.1	-0.8
-3.9	-1.9	6.4	1.7	-27.4	O=S(=O)(c1ccccc1Br)N1CCC(O)(c2cccnc2)CC1	2.9	6.7	-1.4
8.8	0.1	-2.9	1.3	-16.7	Cc1csc(NC(=O)CSc2[nH]c(=O)ncc2C)n1	6.9	7.6	-2.2
5.6	0.0	-6.1	-2.3	3.5	CC(C)C[C@H]1CN=C(Nc2ccccc2)N1CC1CCCCC1	12.7	-1.0	-0.7
46.9	-8.8	5.3	3.6	-11.2	COc1ccc(NC(=S)Nn2cnnc2)cc1OC	2.9	-2.4	0.4
4.0	3.6	-2.7	2.2	33.2	COc1ccc(S(=O)(=O)N2CCCCCC2)cc1NC(=O)Cc1ccccc1	23.5	13.2	0.1
3.0	-3.8	3.4	1.3	-2.8	Clc1ccc(-c2nnc3ccccn23)cc1	-11.1	-2.3	-4.5
2.1	25.4	-0.2	-1.3	9.4	CCCC1=Nc2cc(C(=O)N3CCC(C(N)=O)CC3)ccc2Sc2ccccc21	2.2	1.4	-1.1
-0.5	-7.5	-3.6	0.9	-11.6	Cc1ccc(N=C(N)N=C(N)N)c(C)c1	13.7	6.4	0.5
-8.1	6.9	-8.8	-0.1	-9.2	CCN1CN(CCc2ccccc2)CNC1=S	6.5	-0.7	-1.1
-9.5	5.0	2.5	0.1	-5.6	CCOC(=O)N1CCN(CC(O)COC2CC(C)CCC2C(C)C)CC1 (stereo unspecified)	19.0	2.7	3.8
-16.9	2.1	1.6	-0.9	-10.1	CC(=O)N1CCc2cc(S(=O)(=O)NCCC(=O)N3CCN(Cc4ccccc4)CC3)ccc21	17.4	-12.6	3.0
7.7	7.1	-9.9	-2.0	9.1	COc1ccc(OCC(O)CN2CCCCCC2)cc1 (stereo unspecified)	26.7	-11.3	-1.4
5.6	-10.0	0.2	-0.1	-23.3	COc1ccccc1-c1nc(NC(C)=O)n[nH]1	.	3.2	.
65.0*	-5.1	5.8	-3.8	21.4	CCCC(=O)OCCNc1cc(Sc2nc3ccccc3[nH]2)c2nonc2c1[N+](=O)[O-]	33.6	12.8	0.2
8.3	-6.0	-10.7	0.9	-6.2	CNC(=O)NC1CCCc2ccccc21 (stereo unspecified)	14.5	-3.3	1.2
-20.4	-1.4	-6.8	-2.1	-6.2	O=c1oc2cc(OCc3ccc(F)cc3F)ccc2cc1-c1ccccn1	i	27.9	0.1
-9.7	6.2	-5.4	-1.1	-13.4	Cc1ccc2c(c1)N(CC(=O)N1CCCc3ccccc31)C(=O)CO2	9.0	1.2	-1.2

(more compounds)
PfG6PD inh	ATG4B inh	HKDC1 inhibitor	NR3A LBD binder	SENP6 inh	molecule	SENP8 block	SENP7 block	MPTP inh
-18.8	8.8	10.2	13.4*	-6.6	O=C1NC(=Nc2cccc(O)c2)S/C1=C\c1cccc([N+](=O)[O-])c1	27.9	-8.7	2.3
6.3	-2.5	4.7	-1.3	-7.9	C/C=C/n1ccnc1CC(O)(c1ccccc1)c1ccc(C)cc1 (stereo unspecified)	15.5	-4.4	1.7
4.8	0.8	-3.0	-2.5	13.3	CCOc1ccccc1OCCC(=O)N1CCN(S(=O)(=O)c2ccccc2[N+](=O)[O-])CC1	33.5	-2.0	-0.7
0.6	-8.5	-5.2	1.1	-16.6	Cc1ccc(C(=O)N/C(=C/c2ccccc2)C(=O)NCc2ccncc2)cc1	13.0	8.7	0.8
-0.5	-12.2	-16.2	1.5	96.9*	O=C(/C=C/Nc1ccccc1Br)c1ccccn1	-31.3	100.0*	1.7
8.8	-13.2	2.8	-0.1	-4.6	Cc1ccc(C)n1NC(=O)c1ccco1	-7.5	-3.1	4.3
32.8	-0.4	-0.8	-6.1	9.9	CCOC(=O)CNc1c(-c2ccccc2)nc2ccc(Cl)cn12	-301.3	4.4	1.3
17.5	-10.9	10.1	0.7	0.5	CCSc1cc(C2C(C(=O)OC)=C(C)NC3=C2C(=O)CCC3)c(C)o1 (stereo unspecified)	-89.8	1.8	-3.8
14.2	-15.6	-3.8	-1.6	16.9	COc1cccc2c(=O)n(CC(=O)N3CCc4ccccc43)ccc12	-49.7	-1.4	-0.4
0.5	-4.2	-6.4	1.6	-15.9	COc1ccccc1-c1nnc(SCC(=O)NC2CCCCC2)n1C	15.5	0.8	-0.2

Complete entries from above:
Results for CCOc1ccccc1OCCC(=O)N1CCN(S(=O)(=O)c2ccccc2[N+](=O)[O-])CC1 → PfG6PD inh = 4.8; ATG4B inh = 0.8; HKDC1 inhibitor = -3.0; NR3A LBD binder = -2.5; SENP6 inh = 13.3; SENP8 block = 33.5; SENP7 block = -2.0; MPTP inh = -0.7
Results for Cc1ccc(C(=O)N/C(=C/c2ccccc2)C(=O)NCc2ccncc2)cc1 → PfG6PD inh = 0.6; ATG4B inh = -8.5; HKDC1 inhibitor = -5.2; NR3A LBD binder = 1.1; SENP6 inh = -16.6; SENP8 block = 13.0; SENP7 block = 8.7; MPTP inh = 0.8

Some values from the results shown:
O=C1NC(=Nc2cccc(O)c2)S/C1=C\c1cccc([N+](=O)[O-])c1 in ATG4B inh = 8.8
CCOc1ccccc1OCCC(=O)N1CCN(S(=O)(=O)c2ccccc2[N+](=O)[O-])CC1 in HKDC1 inhibitor = -3.0
O=C(/C=C/Nc1ccccc1Br)c1ccccn1 in SENP6 inh = 96.9*
COc1ccccc1-c1nnc(SCC(=O)NC2CCCCC2)n1C in SENP7 block = 0.8
